Growth percent in the NCI-60 one-dose screen (48 h, 10 µM unless noted): 100 = growth as untreated, 0 = no growth, -100 = all killed.
HOP-92: HOP-92 NSCLC cells. 71,000 tested, 6.3% active
EKVX: EKVX NSCLC; 71,000 tested, 3% active; AID 1794765
CCRF-CEM: CCRF-CEM leukemia. 77,000 tested, 7% active. AID 1794778
A549/ATCC: A549/ATCC NSCLC; 81,000 tested, 3.7% active
RPMI-8226: RPMI-8226 leukemia cells | 77,000 tested, 7.5% active
HOP-62: HOP-62 NSCLC. 80,000 tested, 3.9% active
MOLT-4: MOLT-4 leukemia cells. AID 1794779. 80,000 tested, 6.9% active
M14: M14 melanoma; 80,000 tested, 6.2% active; AID 1794745
Numbers without * were called inactive; . = not tested or not shown; & = joins results of further samples; ! = repeats disagree. How the source made its calls: active means growth percent below 10; inactive means the rest.

Under each structure: M14, EKVX, MOLT-4, A549/ATCC, CCRF-CEM, HOP-92, RPMI-8226, HOP-62
> CSc1nnc(-c2ccc(NC(=O)c3cccnc3)cc2)o1
    117, 112, 101, 98, 98, 118, ., 112
> COc1cc(C)ccc1Oc1nc(Nc2ccc(N3CCOCC3)cc2)ncc1NC(=O)Nc1cc(C(F)(F)F)cc(C(F)(F)F)c1
    73, 81, 19, 15, 42, 67, 62, 58
> COc1ccc(Nc2ncc(Br)c(NCCCNC(=O)C3CCCC3)n2)cc1
    62, 47, 20, 39, 27, 26, 49, 22
> COc1ccc2nc3cc(Cl)ccc3c(N3CCN(c4nccc(Oc5ccccc5)n4)CC3)c2c1
    110, ., 47, 88, 58, 92, 87, 99
> O=C(Cc1cccc2ccccc12)N/N=C/c1ccc2c(c1)CCC2
    78, 79, 48, 66, 65, 93, 75, 67
> CCCCc1c(C)[nH]c2c(OC)cccc2c1=O
    70, ., 73, ., 52, 71, 38, 107
> CNC(=O)c1c(NC(=O)c2ccc(C(C)(C)C)cc2)sc2c1CCC(=O)C2
    3.5*, 15, 2.3*, 16, 1.8*, -22*, -21*, 17
> COc1ccc(-c2cc(-c3cn(-c4cccc(Cl)c4)nc3-c3ccc(OC)cc3)nc(N)n2)cc1
    91, 94, 71, 77, 90, 94, 67, 94
> CCOC(=O)/C(=C(\[O-])OCC)[n+]1ccccc1
    101, 84, 107, 99, 89, 65, 92, 91
> Nc1nc2c(ncn2[C@@H]2O[C@H](C(=O)O)[C@@H](O)[C@H]2O)c(=O)[nH]1
    108, 105, 102, 96, 102, 120, 101, 100
> COC(=O)C(OC(C)=O)C(OC(C)=O)c1ccc(OC)c(OC)c1 (centres undefined)
    94, 107, 86, 80, 95, 110, 103, 98
> COC(=O)C(Cc1ccc(O)cc1)n1cc(COc2nc(Cl)nc(Nc3ccc(N4CCOCC4=O)cc3)n2)nn1 (centres undefined)
    96, 99, 100, 96, 102, 89, 106, 101
> C#CC(CC(C)CC(C)(C)C)N(C)C (centres undefined)
    92, 113, 97, 101, 99, 100, 96, 99
> Cc1ccc(C(=O)Nc2ccc(CNCCN3CCOCC3)c(C(F)(F)F)c2)cc1C#Cc1cnc2cccnn12
    -7.9*, 41, 4.4*, 19, 10, -12*, -13*, 15
> Cc1ccc(-c2nc(Nc3cccc(C(=O)O)c3)c3ccccc3n2)cc1
    84, 59, 89, 91, 79, 71, 71, 84
> N#CCC1=NC(c2cccs2)=Nc2ccccc2S1
    94, 105, 93, 96, 91, 72, 66, 90
> CN1CCN(C(=O)N/C(N)=N/c2nc3ccccc3s2)CC1
    88, 59, 73, 89, 84, 31, 72, 84
> Cc1ccccc1NC(=O)c1sc2nc(C)c(C(C)O)cc2c1N (centres undefined)
    25, 76, 33, 36, 46, 47, 64, 45
> O=Cc1cn(S(=O)(=O)c2cccc3ccccc23)c2ccccc12
    88, 98, 91, 94, 99, 69, 84, 95
> CCN1/C(=C/C=C/c2n(-c3ccccc3)c3ccc(-c4nc5ccccc5s4)cc3[n+]2CC)N(c2ccccc2)c2ccc(-c3nc4ccccc4s3)cc21
    -11*, 9.2*, 16, 3.1*, 24, 1.9*, 8.3*, -7.2*

Under each structure: M14, EKVX, MOLT-4, A549/ATCC, CCRF-CEM, HOP-92, RPMI-8226, HOP-62
> c1cncc(-c2ccnc3ccnn23)c1
    104, ., 101, 94, 110, 105, 105, 110
> CN(C)Cc1ccc(Br)cc1
    99, 99, 115, 93, 95, 90, 98, 92
> COc1ccc2c3c([nH]c2c1)C(C)N(C(C)=O)CC3 (centres undefined)
    102, 45, 93, 99, 81, ., 77, 100
> COc1ccc(Oc2nc(Nc3ccc(N4CCOCC4)cc3)ncc2NC(N)=O)cc1
    99, 101, 85, 103, 96, 92, 86, 97
> O=C1O[C@@H](c2ccccc2Cl)[C@@H]2c3cc4c(cc3CCN12)OCO4
    105, 101, 91, 86, 105, 92, 94, 96
> CCOC(=O)Cn1cnc(C)c1
    110, 103, 98, 109, 101, ., ., 96
> CCCCCCCC/C=C\CCCCCCCC(=O)OCCCCCCCCCCCCCCCCC
    108&99, 102&93, 108&120, 101&94, 95&90, ., 105&108, 111&119
> COC(=O)/C=C1/SC(=Nc2ccc(F)cc2)N(CCc2c[nH]c3ccc(O)cc23)C1=O
    40, 56, 0.1*, 69, 3.7*, 40, 4.1*, 28
> CCOC1=C(Cl)C(=O)C(OCC)=C(Cl)C1=O
    110, ., 88, 108, 9.2*, ., 105, 98
> O=C(Nc1ccccc1)Nc1ccc(Nc2ncnc3sc4c(c23)CCCC4)cc1
    103, 102, 89, 74, 92, 101, 99, .
> N#Cc1c(-c2ccc(F)cc2)n2cnnc2[nH]c1=O
    101, 106, 119, ., 106, 95, 115, 103
> CC(C)(C)c1cc(-n2c(-c3cc4ccccc4[nH]c3=O)nc3cc(C(=O)Nc4ccc(Cl)cc4)ccc32)n[nH]1
    98, ., 88, 97, 109, 83, 100, 84
> OCCNc1nc(Nc2ccc(Cl)cc2)nc(Nc2ccc(C3=NN(c4cc(Cl)cc(Cl)c4)C(c4ccc(C(F)(F)F)cc4)C3)cc2)n1 (centres undefined)
    115, 94, 99, 96, 108, 115, 109, 94
> CNC(=O)c1ccc(C(C)C)cc1
    93, 97, 96, 67, 97, 77, 110, 86
> CCCCCn1sc(=O)n(Cc2ccc(CNC(=O)C(C)c3ccc(CC(C)C)cc3)cc2)c1=O (centres undefined)
    -68*!, -66*!, -4.7*!, -19*!, 3.0*!, -66*!, -25*!, -43*!
> CCC1c2ccc3cc(OC)ccc3c2CCC1(C)C(=O)O (centres undefined)
    112, 117, 86, 90, 101, 91, 100, 107
> OC(CBr)c1ccc(Cl)c(Cl)c1 (centres undefined)
    100, 100, 100, 101, 101, 120, 100, 100
> Nc1c(S(=O)(=O)O)ccc2c1C(=O)c1ccccc1C2=O
    99, 96, 105, 91, 118, 99, 103, 95
> CCCCOc1nc2ccc(Cl)cc2cc1/C=C/C(=O)/C=C(/C=C/c1cc2cc(Cl)ccc2nc1OCCCC)OB(F)F
    100, 110, 95, 104, 97, ., ., 101
> COc1ccc(C2N=C(N)NC(Nc3nn[nH]n3)=N2)cc1 (centres undefined)
    104, 94, 109, 96, 104, 93, 96, 111

Under each structure: M14, EKVX, MOLT-4, A549/ATCC, CCRF-CEM, HOP-92, RPMI-8226, HOP-62
> O=C1Nc2ccccc2N2C1=NNC(=S)N2c1ccccc1
    85, 100, 83, 102, 78, 107, ., 102
> CC(=O)c1cc(C(=O)c2ccccc2)n2cc3ccccc3cc12
    97, 89, 64, 95, 94, ., 73, 85
> O=C1NC2CSC(CCCCC(=O)ON3C(=O)CCC3=O)C2N1 (centres undefined)
    104, ., 89, 95, 102, ., 106, 96
> O=c1/c(=C/c2ccc([N+](=O)[O-])cc2)sc2nc3ccccc3n12
    105, 99, 106, 109, 105, 108, 109, 101
> Nc1c(C(=O)Nc2ccccc2C(F)(F)F)sc2nc3c(cc12)C(=O)CCC3
    70, ., 95, 51, 86, 86, 95, 87
> O=C(NCc1ncc[nH]1)c1ccc(-c2nc3ccc4[nH]ncc4c3c3c2CCCC3)cc1
    ., 48, -23*, 48, ., -7.2*, 45, 18
> CCCC(C)NCCCCCNc1cc(OC)cc2cccnc12 (centres undefined)
    82, ., 80, 100, 93, 53, 88, 94
> CCCOC(=O)C1(O)CCCC1
    107, ., 93, 105, ., 90, 96, 109
> COc1cc(-c2nc(SCCC(C)C)nc(NC(C)(C)C)c2C#N)cc(OC)c1OC
    103, 95, 81, 91, 91, 94, 99, 101
> O=C(CCN1CCCC1)Nc1ccc2c(NCCc3ccccc3)c3ccccc3nc2c1
    -62*, -4.9*, -18*, -5.6*, -9.8*, -14*, -42*, -9.1*
> O=C(CCCCC(=O)OC1CCCCC1)OC1CCCCC1
    110, 93, 94, 102, ., 102, 104, 105
> CCCCOCC(=O)NC1CCCCC1
    104, 105, 99, 103, 100, 96, 109, 107
> Nc1nc(Nc2ccccc2SSc2ccccc2Nc2nc(N)nc(-c3cnccn3)n2)nc(-c2cnccn2)n1
    112, 77, 97, 95, ., 95, 92, 95
> CN1CCN(CC#CCNC(=O)[C@]2(C)CC[C@]3(C)CC[C@@H]4C(=CC[C@H]5[C@@]4(C)CC[C@H]4C(C)(C)C(=O)CC[C@]54C)[C@@H]3C2)CC1
    98, 98, 74, 89, 85, 82, 84, 95
> Clc1cc2c(cc1OCCBr)OCO2
    102, 97, 98, 92, 82, 89, 90, 99
> C[C@H]1[C@H](C)CC[C@]2(CO)CC[C@]3(C)C(=CC[C@@H]4[C@@]5(C)Cc6c([nH]c7ccccc67)C(C)(C)[C@@H]5CC[C@]43C)[C@H]12
    93, 75, 67, 81, ., 101, 84, 89
> C=CCc1cc(OC)ccc1O
    99, 99, 102, 95, 91, 96, 96, 84
> Cc1ccc(/C(CSc2nc3[nH]c(=O)n(C)c(=O)c3[nH]2)=N\O)cc1
    104, 108, 108, 96, 115, 103, 116, .
> N#Cc1c(-c2cccc([N+](=O)[O-])c2)nc(SCC(=O)c2ccc(Cl)cc2)[nH]c1=O
    100, 100, ., 101, 2.9*, 94, 102, 87
> CCS(=O)(=O)N1CCN(c2ccccc2)CC1
    115, 107, 107, 102, 108, ., ., 116

Under each structure: M14, EKVX, MOLT-4, A549/ATCC, CCRF-CEM, HOP-92, RPMI-8226, HOP-62
> Cc1noc(C)c1C(=O)OCc1coc2ccccc2c1=O
    69, 87, 63, 89, 24, 27, 30, 88
> O=C(CN(c1ccc(F)cc1)S(=O)(=O)c1ccc(Cl)cc1)Nc1ccc(S(=O)(=O)Nc2ccccn2)cc1
    93, 96, 70, 74, 80, 101, 88, 85
> NC(=O)c1ccc(Cl)nc1
    98, 97, 99, 96, 91, 96, 97, 91
> N#CCc1nc(Cl)cc(Cl)n1
    99, 105, ., 104, 108, ., ., 99
> COc1ccc2nc(NC(=O)c3cccnc3Nc3ccc(Cl)cc3Cl)sc2c1
    80, 77, 73, 91, 71, 84, 48, 89
> COc1cc(C)c2c(=O)c3c(oc2c1)C(=O)c1c(O)c(OC)cc(O)c1C3=O
    19, 33, 16, 7.3*, 10, -32*, -8.2*, 26
> CC(C)(C)CC(C)(C)n1nnnc1C(NC12CC3CC(CC(C3)C1)C2)c1ccccc1 (centres undefined)
    83, 85, 90, 81, 84, 87, 69, 101
> CC(c1ccccc1)N1C(=O)CSC1=S (centres undefined)
    29, 52, 28, 79, 64, 47, 17, 59
> COc1c(Cl)cc(Cl)c(Cl)c1Cc1c(O)c(Cl)cc(Cl)c1Cl
    98, 110, 102, 107, 64, 97, 102, 104
> CC(C)OC(=O)[C@H](C)N[P@](=O)(OC[C@@H]1[C@@H](CO[P@@](=O)(N[C@@H](C)C(=O)OC(C)C)Oc2ccccc2)C=C[C@H]1n1cnc2c(N)ncnc21)Oc1ccccc1
    85, 102, 85, 99, 110, 108, 102, 92
> CN(C)c1ccc(C=Nc2ccccc2)cc1
    97, 96, 91, 102, 103, 89, 99, 89
> CCCN1[C@@H]2CC[C@H]1/C(=C\c1cc(OC)ccc1OC)C1=C2[C@@H](c2cc(OC)ccc2OC)C(C#N)=C(N)O1
    85, 81, 39, 66, 34, 78, 34, 70
> O=S(=O)(NCCCNc1nccc(-c2c(-c3cccc(O)c3)nc3occn23)n1)c1ccc(Cl)cc1
    24, 100, 71, 90, 73, 97, 81, 114
> NC(Cc1cccc(F)c1)C(=O)O (centres undefined)
    ., 108, 93, 109, 87, 69, ., 107
> C#CCOc1ccc(/C=N/Nc2nc(-c3ccc(C)cc3)cs2)cc1OCC#C
    93, 64, 58, 82, 71, 87, 49, 106
> CCN1CCN(Cc2ccc(C(=O)Nc3cccc(Nc4ccc5c(OC)cccc5n4)c3)cc2C(F)(F)F)CC1
    -75*, -96*, -45*, -68*, -31*, -75*, -35*, -63*
> O=C(NNc1nc2cc(F)c(F)cc2n2c(CN3CC4CNCC4C3)ccc12)c1ncccn1 (centres undefined)
    ., 20, -6.6*, 15, ., 20, 19, 0.6*
> O=C(Nc1ccccc1C(=O)N/N=C(\c1ccccc1)c1ccccn1)c1ccc(F)cc1
    -23*, 17, 13, 16, 4.1*, 69, 29, 13
> CN(C)[C@@H]1C(=O)C(C(N)=O)=C(O)[C@@]2(O)C(=O)C3=C(O)c4c(O)ccc(Cl)c4[C@@H](O)[C@H]3C[C@@H]12
    67, 94, 85, ., 75, 78, 76, 82
> Oc1c(Br)cc(CNC2CCCCC2)cc1Br
    108, 105, 93, 93, 82, 84, 99, 99

Under each structure: M14, EKVX, MOLT-4, A549/ATCC, CCRF-CEM, HOP-92, RPMI-8226, HOP-62
> N#CCNc1ccc(C(=O)O)cc1
    110, 104, 96, 87, 99, 94, 102, 98
> CCn1cc(C(=O)O)c(=O)c2cc(F)c(N3CCN(C(=O)CSc4nc(NC(=O)c5ccccc5)cc(=O)[nH]4)CC3)cc21
    106, 99, 105, 95, 97, 105, 100, 97
> O=CNCCc1ccccc1
    102, 97, 97, 97, 103, 88, 102, 91
> CCc1nc2cc(/C=C/C(=O)NO)ccc2c(=O)n1CCc1ccc(F)cc1
    6.8*, 38, -3.0*, 7.1*, 2.1*, -4.0*, 6.4*, -12*
> COc1cccc(/C=C2\Oc3ccc(O)cc3C2=O)c1
    90, 97, 97, 97, 91, 94, 90, 100
> O=C(O)c1occ(Cl)c1Cl
    114, 100, 111, 98, 105, 95, 100, .
> C=C(C[C@@](O)(C(=O)Oc1ccccc1)[C@H](O)CC)c1ccccc1
    103, 108, 89, 89, 102, 94, 92, 99
> COc1ccc(-n2c(SCC(=O)NNS(=O)(=O)c3ccccc3)nc3cc(OC)c(OC)cc3c2=O)cc1
    103, 108, 97, 102, 107, 115, 102, 104

Screening results (PubChem)
